Screening data: PubChem BioAssay, National Center for Advancing Translational Sciences (NCATS)
Eya2 inh: Eya2 (human) phosphatase inhibition; O00167; recombinant Eya2, OMFP fluorescence dephosphorylation (OMFP is methylfluorescein phosphate); AID 488837; 330,000 compounds, 0.006% hits; Potency, µM (titrated, usually from 76.9 µM), inactives show top-dose activity, negative = inhibition, usual class: inhibitors; further: potency means the concentration at half of the fitted maximal effect; on the % scale 0 is the no-effect control and ±100 the full control effect
Target sequence (O00167 whole entry, looked up): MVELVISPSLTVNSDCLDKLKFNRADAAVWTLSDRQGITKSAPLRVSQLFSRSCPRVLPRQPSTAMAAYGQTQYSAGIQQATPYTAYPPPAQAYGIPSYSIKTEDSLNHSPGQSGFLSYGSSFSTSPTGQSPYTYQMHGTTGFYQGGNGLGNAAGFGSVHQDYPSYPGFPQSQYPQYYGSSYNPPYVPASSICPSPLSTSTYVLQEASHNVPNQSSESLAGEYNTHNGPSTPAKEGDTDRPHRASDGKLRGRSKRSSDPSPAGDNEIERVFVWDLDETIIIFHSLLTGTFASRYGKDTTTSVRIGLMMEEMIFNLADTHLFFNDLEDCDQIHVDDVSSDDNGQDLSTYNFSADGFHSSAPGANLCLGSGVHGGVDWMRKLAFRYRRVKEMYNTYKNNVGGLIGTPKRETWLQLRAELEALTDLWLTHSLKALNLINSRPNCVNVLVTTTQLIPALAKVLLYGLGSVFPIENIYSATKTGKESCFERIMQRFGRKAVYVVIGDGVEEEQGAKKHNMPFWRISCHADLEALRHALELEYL
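Eya2 (0.2 uM) preincubated 10 min at ambient with compound, then OMFP substrate added at 50 uM; 10 min reaction in 50 mM HEPES pH 7.5, 50 mM NaCl, 5 uM MgCl2, 0.05% BSA, 1 mM DTT. Fluorescence read at Ex 485/Em 525 nm.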
ASM inhibitor: human S-ASM enzyme inhibition; P17405; placental ASM, HMU-PC fluorogenic substrate, 60 min; Potency, µM (series often up to 57.5 µM), for inactives: at the top dose activity change, negative = inhibition, hits mostly inhibitors; 340,000 compounds, 0.006% hits; further: potency means the concentration at half of the fitted maximal effect
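Fluorogenic HMU-PC substrate (9 uM final) is turned over by placental ASM in 60 min at 37 C after a 10 min compound preincubation. Reaction ended by alkaline stop (pH 10), with fluorescence read at 386/447 nm.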
uPA generation: inhibitors of cell surface uPA generation; cell surface uPA generation assay, qHTS; Potency, µM (series often up to 38.3 µM), without a hit: top-dose activity change, negative = inhibition, most hits filed as inhibitors; 330,000 compounds, 0.31% hits; active means well fitted inhibition curve with a large enough effect; inconclusive means small, poorly fitted or top-dose-only effect; inactive means no such curve, though single readings can be large or run the other way; tested in mouse RAW 264.7 cells; further: potency means the concentration at half of the fitted maximal effect; on the % scale 0 is the no-effect control and ±100 the full control effect; nearly all actives have a fitted effect of over 55% in size
TSG101-PTAP inh: blocks PTAP/TSG101 interaction to inhibit HIV-1 budding; Potency, µM (series often up to 115 µM), inactives show top-dose activity change, negative = inhibition, hits mostly inhibitors; AID 493005; Fluorescence polarization, FITC-PTAP peptide / Tsg101 binding; 340,000 tested, under 10 active; Q99816; active means well fitted inhibition curve with a large enough effect in the main read-out, with a control signal flat, not every such curve was filed as active; inconclusive means small, poorly fitted or top-dose-only effect, or effect the other way, or a change in a side signal; inactive means no such curve, though single readings can be large or run the other way; further: potency means the concentration at half of the fitted maximal effect; % of control where 0% means no effect
Target sequence (Q99816 whole entry, looked up): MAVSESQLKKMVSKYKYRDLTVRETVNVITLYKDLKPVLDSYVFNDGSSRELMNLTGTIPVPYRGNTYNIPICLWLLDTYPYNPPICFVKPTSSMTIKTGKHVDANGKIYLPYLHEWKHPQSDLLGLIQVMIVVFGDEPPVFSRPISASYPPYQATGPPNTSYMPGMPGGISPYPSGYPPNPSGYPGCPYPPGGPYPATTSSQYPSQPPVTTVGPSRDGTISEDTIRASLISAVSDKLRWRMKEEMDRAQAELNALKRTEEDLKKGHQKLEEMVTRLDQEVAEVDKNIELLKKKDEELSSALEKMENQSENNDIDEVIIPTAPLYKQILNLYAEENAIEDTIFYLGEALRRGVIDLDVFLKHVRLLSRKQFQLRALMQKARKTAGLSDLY
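Steps: Tsg101 binding domain dispensed (10 uM final), compounds pinned in DMSO, FITC-labeled PTAP-motif peptide added (50 nM final); after 20 min binding at room temperature, polarization measured.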
p53 reactivator: mutant p53 re-activation in reporter cells; H1299 p53-A138V BP100-luciferase reporter, luminescence, 24 h; Potency, µM (doses to about 92.2 µM), without a hit: top-dose activity change, positive = activation, hits mostly activators; 320,000 compounds, 0.063% hits; AID 504706; further: potency means the concentration at half of the fitted maximal effect; % of control where 0% means no effect; nearly all actives have a fitted effect of over 45% in size
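p53-null H1299 cells stably carrying temperature-sensitive p53-A138V and a BP100-luciferase reporter were pinned with compounds (4-point, 1:5 series) and held 24 hrs at 37 deg C. Luminescence was read 10 min after detection reagent.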
a7 integrin act: activators of alpha7 integrin expression for muscular dystrophy; Potency, µM (highest dose often 38.3 µM), for inactives: at the top dose activation, usual class: activators; alpha7betagal myoblasts, beta-gal FDG fluorescence, 48 h; 350,000 compounds, 0.064% hits;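 further: potency means the concentration at half of the fitted maximal effect; 100% = response of the positive control SU9516; nearly all actives have a fitted effect of over 60% in size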
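Alpha7betagal+/- myoblasts (passage 13) were plated 16-24 hr, then exposed to compounds (1:260 dilution of DMSO stock) for 48 hours at 37C. After MPER lysis, β-galactosidase reporter activity was read as FDG fluorescence (ex 480/em 540) after 30 minutes.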
TRPV1 agonist: human TRPV1 agonism; Q8NER1; TRPV1-expressing cells, Fluo-8 calcium influx, agonist mode; activation, % at 8.33 µM; 320,000 compounds, 0.19% hits; AID 540275; in the data active means activation above about 80%; inconclusive means between about 30% and that limit; further: 0% is about no effect
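Fluo-8 calcium influx in TRPV1-expressing cells, kinetic read (ex 480/em 520 nm). Compound added and read 3 min for agonist activity, followed by capsaicin at EC20 final and 2 min further read for enhancement.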
BRCA1 expr act: increases BRCA1 expression. MCF7-BRCA1-FFLuc reporter, luminescence, 48 h; response scale: scaled: vehicle 0%, 10 µM genistein 100%. Potency, µM (top dose mostly 46.1 µM), for the others: at the top dose activation, actives largely listed as activators. 380,000 compounds, 1.1% hits. AID 624202; further: potency means the concentration at half of the fitted maximal effect; nearly all actives have a fitted effect of over 80% in size; some results filed as inactive show a strong effect at the top dose
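Using MCF7 cells harboring a BRCA1 firefly luciferase reporter, plated 2 h before compound pinning, the screen measured luminescence after 48 h incubation. Responses were normalized to DMSO and 10 microM genistein, then fitted for concentration-effect.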
B2AR arrestin: agonists driving beta-arrestin recruitment to human beta2-adrenergic receptor. Potency, µM (doses to about 46.1 µM), for the others: at the top dose activation, most hits filed as activators. P07550. 330,000 compounds, 0.02% hits. beta-arrestin recruitment to beta2AR, cell-based reporter;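 further: potency means the concentration at half of the fitted maximal effect; 0% = DMSO controls and full agonism = EC100 isoproterenol or metaproterenol; nearly all actives have a fitted effect of over 65% in size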
USP2a block: USP2a (human) protease inhibition | USP2 core, Ub-CHOP2 coupled fluorogenic reporter, 485/531 | Potency, µM (series often up to 38.3 µM), for inactives: top-dose activity change, negative = inhibition, most hits filed as inhibitors | 330,000 compounds, 0.01% hits | AID 463254;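 further: potency means the concentration at half of the fitted maximal effect; plate controls were DMSO wells for no effect and full inhibition by NEM control for full effect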
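USP2 core (10nM final) preincubated 30min RT with compound in 20mM Tris-HCl pH 8.0, 2mM CaCl2, 2mM beta-mercaptoethanol, 0.05% CHAPS; 25nM Ub-CHOP2 plus 25nM reporter substrate added, fluorescence (Ex485/Em531) read after 60min.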
ELG1 genotox: induces genotoxicity in HEK293T cells with luciferase-tagged ELG1 | 330,000 compounds, 1.3% hits | Potency, µM (titrated, usually from 46 µM), without a hit: at the highest dose activity change, positive = activation, most hits filed as activators | AID 504466 | HEK293T ELG1-luciferase reporter, luminescence, 16 h; further: potency means the concentration at half of the fitted maximal effect; % of control where 0% means no effect; nearly all actives have a fitted effect of over 60% in size
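Quantitative HTS format in 1536-well plates. HEK293T ELG1-luciferase reporter cells receive test compound and are incubated 16 hr at 37 °C, 5% CO2; ONE-Glo added, 30 min room temperature, then luminescence read.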
* marks the source's active call; other numbers are inactive results; u = inconclusive; x = no result given; [ ] = another dose, or the depositor's remark. Unless noted, the call rests on the fitted dose curve; in most records, active means well fitted curve in the direction sought with a large enough effect; inconclusive means small, poorly fitted or top-dose-only effect, or another doubt; inactive means no such curve, though single readings can be large; an effect the other way counts as inactive or inconclusive.

SMILES | Eya2 inh | ASM inhibitor | uPA generation | TSG101-PTAP inh | p53 reactivator | a7 integrin act | TRPV1 agonist | BRCA1 expr act | B2AR arrestin | USP2a block | ELG1 genotox
CCOP(=O)(/C(C#N)=C(/O)c1ccccc1)c1ccccc1 (stereo not drawn) | -14% | 0% | 0% | -3% | -3% | 7% | -4 | 0% | 0.0% | 1% | 5%
CC1(C)CC(=O)C(C=NCC2CCCO2)=C(O)C1 (stereo not drawn) | 10% | -1% | 4% | -4% | -4% | 0% | 0 | 1% | -0.5% | 0% | 3%
O=C(CN1CCN(CC(=O)Nc2ccccc2Cc2ccccc2)CC1)Nc1ccccc1Cl | 14% | -3% | 7% | -5% | 8% | u | -1 | -5% | -0.2% | 3% | -19%
O=C(O)c1cccnc1SCc1ccc([N+](=O)[O-])cc1 | 6% | 2% | -5% | 2% | 8% | -16% | -1 | -1% | 1.2% | -1% | 1%
CCOc1ccc(CCN2C(=S)N([C@@H](Cc3ccc(O)cc3)CN3CCCC3CN3C(=S)NC[C@@H]3Cc3ccc(O)cc3)C[C@@H]2CC(C)C)cc1 (stereo partly drawn) | x | u | u | -1% | x | 0% | x | -66% | x | x | x
CC1(C)CC(=O)C=C(Nc2ccccc2N)C1 | 10% | 2% | 0% | 1% | 7% | 39% | 5 | 2% | -0.1% | 0% | -5%
CNC(=O)Cc1csc2ccc(Cl)cc12 | -24% | 22% | 1% | -10% | -9% | -1% | 3 | -18% | 0.3% | 1% | -1%
Cn1c(CCNC(=O)c2ccco2)nc2cc(NC(=O)C3CCCCC3)ccc21 | -16% | 5% | -2% | -7% | 10% | -5% | -5 | u | -0.8% | 0% | 3%
C/C(=N\NC(=O)c1cccc(S(=O)(=O)N2CCOCC2)c1)c1ccco1 | -2% | -1% | -1% | -2% | 4% | 20% | 7 | 0% | 0.1% | 15% | 6%
CCN(CC)c1ccc(NC(=O)c2cccnc2)c(C)c1 | 11% | -4% | -10% | 0% | 2% | -6% | 15 | -78% | -0.3% | 2% | 0%
CC(C)(C)c1ccc(C(=O)Oc2ccccc2CCC(=O)O)cc1 | 5% | 5% | -4% | -3% | 0% | 1% | -2 | -5% | 0.0% | 1% | 2%
O=c1c2c(nc3cc(-c4ccc(F)cc4)[nH]n13)CCCC2 | 4% | -2% | -12% | 0% | 7% | 6% | -4 | -15% | -0.9% | 0% | 2.3µM*
N#C/C(=C\c1ccccc1)C(=O)N(c1ccccn1)C1CCCCC1 | -2% | -1% | -6% | 0% | -4% | 11% | 18 | -29% | 0.0% | -1% | 8%
CCOC(=O)C1CCN(C(=O)c2ccc(Oc3cc(Cl)cc(Cl)c3)o2)CC1 | -4% | -2% | -2% | -2% | -2% | -17% | 29 | -9% | -0.4% | 0% | -4%
CN1CCN(C(=O)CCNC(=O)Cn2ccc3ccccc3c2=O)CC1 | -11% | 4% | 2% | -2% | -2% | 12% | -4 | 32% | -0.8% | 1% | 1%
O=C(CNC(=O)c1cc(=O)[nH]c2ccccc12)Nc1ccc(F)c(F)c1 | 15% | -1% | -20% | -6% | 2% | -8% | 3 | -35% | 0.1% | 2% | 0%
COc1ccc(Br)cc1S(=O)(=O)n1c([N+](=O)[O-])cnc1C | -2% | -1% | 17% | -4% | x | -15% | -6 | 26% | -1.2% | 2% | -4%
COc1ccccc1Cn1c(=O)[nH]c2cccnc21 | 24% | 6% | 3% | -4% | -1% | 8% | 0 | 0% | 0.3% | -3% | -1%
Cc1ccsc1C1CC(=O)Nc2ccccc2S1 (stereo not drawn) | 9% | -1% | -9% | -3% | -5% | -27% | 15 | -31% | -0.2% | 15% | 4%
CCSC1=NN2CCS(=O)(=O)N=C2S1 | 19% | -1% | 3% | -3% | 0% | -3% | 1 | 2% | -0.2% | 6% | 6%
O=C(CN(C(=O)Cn1nnc(-c2ccc(F)cc2)n1)c1ccc(F)c(Cl)c1)NCC1CCCO1 (stereo not drawn) | -4% | -2% | 3% | 2% | -3% | -14% | 2 | -28% | 0.2% | -5% | -5%
O=C(c1ccco1)[C@@H]1[C@@H]2C(=O)N(c3ccc(Br)cc3)C(=O)[C@@H]2C2c3ccccc3C=CN21 (stereo partly drawn) | 10% | -1% | 2% | -14% | 29% | 22% | -1 | -51% | -1.1% | 4% | -1%
Cc1c(S(=O)(=O)Nc2ccc(Br)cc2)c(=O)n(C)c(=O)n1C | 11% | 1% | -10% | -1% | x | -19% | 1 | -15% | -0.3% | 2% | 2%
COc1cccc(C2(O)CC(C(F)(F)F)=NN2C(=O)c2ccccn2)c1 (stereo not drawn) | 2% | 0% | -6% | -7% | 6% | 3% | 1 | 104% | 0.2% | -1% | u
O=C(COc1ccc(Cl)cc1)NCc1nnc(SCC(=O)Nc2ccc3c(c2)OCCO3)o1 | -1% | -10% | -1% | -3% | u | 0% | 1 | 10% | -0.7% | 2% | 0%

Continued; the last three above are carried over.
SMILES | Eya2 inh | ASM inhibitor | uPA generation | TSG101-PTAP inh | p53 reactivator | a7 integrin act | TRPV1 agonist | BRCA1 expr act | B2AR arrestin | USP2a block | ELG1 genotox
Cc1c(S(=O)(=O)Nc2ccc(Br)cc2)c(=O)n(C)c(=O)n1C | 11% | 1% | -10% | -1% | x | -19% | 1 | -15% | -0.3% | 2% | 2%
COc1cccc(C2(O)CC(C(F)(F)F)=NN2C(=O)c2ccccn2)c1 (stereo not drawn) | 2% | 0% | -6% | -7% | 6% | 3% | 1 | 104% | 0.2% | -1% | u
O=C(COc1ccc(Cl)cc1)NCc1nnc(SCC(=O)Nc2ccc3c(c2)OCCO3)o1 | -1% | -10% | -1% | -3% | u | 0% | 1 | 10% | -0.7% | 2% | 0%
Cc1ccc(NC(=O)N2CCCN(C(=O)OC(C)(C)C)CC2)cc1Cl | -30% | -4% | -4% | -1% | -3% | 20% | u | -4% | -0.6% | 0% | 0%
CC(=O)OCCCN1C(=O)c2cccc3cc(Br)cc(c23)C1=O | 2% | x | x | x | x | x | 5 | x | -1.1% | 1% | 2%
CCN1CCN(C(=O)C(NS(=O)(=O)c2ccc3nc(C)sc3c2)C(C)C)CC1 (stereo not drawn) | -10% | 0% | 0% | -7% | 3% | -4% | x | -2% | 0.3% | 0% | 0%
O=C(CC(C(=O)O)c1ccc(Cl)cc1Cl)c1ccc(Cl)cc1 (stereo not drawn) | 6% | 5% | -5% | -8% | -2% | -41% | 3 | 0% | 0.1% | 4% | 0%
S=C(Nc1ccc2nccnc2c1)N1CCCC1 | 14% | 0% | 1% | 6% | 13% | -18% | -1 | 16% | 0.2% | 4% | 2%
COC(=O)[C@]1(C)N[C@H](c2ccc(-c3ccc(OC)cc3)cc2)[C@@H]2C(=O)N(C)C(=O)[C@@H]21 | 10% | -13% | 21% | -2% | 0% | 5% | x | 0% | 0.3% | 1% | 1%
CC(C)(C)OC(=O)N1CCC(c2c(C(=O)NCC3CCN(C4CCCC4)C3)cnn2-c2cccc(Cl)c2)CC1 (stereo not drawn) | -5% | 1% | -8% | 1% | u | -79%[inhibitor] | 14 | -25% | 0.0% | 2% | 1%
CC(OC(=O)c1cc(S(=O)(=O)N2CCOCC2)ccc1Br)C(=O)N1CCOCC1 (stereo not drawn) | 12% | 4% | -4% | 1% | 3% | 2% | 2 | -8% | 0.5% | 1% | 0%
CNC(=O)c1ccsc1NC(=O)c1coc2ccccc2c1=O | 2% | 4% | -22% | 1% | 23% | -2% | 0 | -23% | -0.3% | 0% | 2%
COc1cc(/C(C)=N/NC(=O)c2nnn(-c3nonc3N)c2-c2cccs2)ccc1O | 0% | -1% | -8% | 1% | -1% | 17% | 7 | -31% | -0.2% | 0% | 3%

Profiles as entered above.
Profile of O=C(O)c1cccnc1SCc1ccc([N+](=O)[O-])cc1 : Eya2 inh: 6%; ASM inhibitor: 2%; uPA generation: -5%; TSG101-PTAP inh: 2%; p53 reactivator: 8%; a7 integrin act: -16%; TRPV1 agonist: -1; BRCA1 expr act: -1%; B2AR arrestin: 1.2%; USP2a block: -1%; ELG1 genotox: 1%
Profile of COC(=O)[C@]1(C)N[C@H](c2ccc(-c3ccc(OC)cc3)cc2)[C@@H]2C(=O)N(C)C(=O)[C@@H]21 : Eya2 inh: 10%; ASM inhibitor: -13%; uPA generation: 21%; TSG101-PTAP inh: -2%; p53 reactivator: 0%; a7 integrin act: 5%; TRPV1 agonist: x; BRCA1 expr act: 0%; B2AR arrestin: 0.3%; USP2a block: 1%; ELG1 genotox: 1%
